Growth percent in the NCI-60 one-dose screen (48 h, 10 µM unless noted): 100 = growth as untreated, 0 = no growth, -100 = all killed.
HL-60(TB): HL-60(TB) leukemia cells. 9% of 78,000 active. AID 1794776; active = growth percent below 10
Numbers without * were called inactive; & = joins results of further samples; ! = a repeat was not active. An excerpt, so the mix of outcomes need not match the whole.

item	Molecule	HL-60(TB)
1	CCn1cc(/C=C2\Oc3cc(OCC#N)ccc3C2=O)c2cc(OC)ccc21	-31.0*
2	N=c1nc(N)ncn1-c1ccccc1	110.4
3	C=CC1=C[C@@H]2[C@@H]3O[C@]4(CC[C@H](O4)[C@@H](C)C[C@@H](O)C3=O)C[C@H](O)C3=NCC[C@@]32CC1	-5.3*
4	O=[N+]([O-])c1ccc(/C=C/C=C/c2ccc(Cl)cc2S(=O)(=O)F)c(Cl)c1	97.5
5	O=C1OC(c2ccccc2)=C/C1=C/c1ccc([N+](=O)[O-])cc1	105.9
6	CCN1C(=O)N(CC)C2C1NN=c1s/c(=C3\C(=O)N(CC(C)(C)C)c4ccccc43)c(=O)n12 (configuration not stated)	-26.1*
7	CCOC(=O)c1nn(CC(O)c2ccccc2)c(NC(=O)Nc2cccc3ccccc23)c1C (configuration not stated)	98.0
8	O=C1OC2(OC(=O)c3ccccc32)N(c2ccc([N+](=O)[O-])cc2)c2ccccc21 (configuration not stated)	88.5
9	COc1ccc(C(=O)NNc2nc(Cl)nc(Cl)n2)cc1	99.4
10	CCC1(C(C)C)C(=O)NC(=S)NC1=O	102.3

Further structures follow:
item	Molecule	HL-60(TB)
11	CNc1nn[nH]n1	90.1
12	O=C(Nc1ccc(I)cc1F)c1cc(F)ccc1O	-30.7*
13	O=C(O)CC(C(=O)O)c1ccccc1 (configuration not stated)	85.7&102.5
14	NNC(N)=S	105.9
15	CCCCC[n+]1ccc(SCC(=O)N(C)c2ccccc2OC(F)(F)F)c2ccccc21	22.1
16	O=c1c([N+](=O)[O-])cn(O)cc1[N+](=O)[O-]	84.0
17	O=C(c1ccccc1)n1cc(-c2nc3ccccc3s2)c2cccnc21	108.6
18	CCCCOCCOCCOC(=O)c1cccc(C)c1	102.7
19	O=C(NNC(=O)c1ccc2ccccc2c1)c1cccc(F)c1	82.5
20	CCC(C)c1ccc(OCC(C)O)cc1 (configuration not stated)	111.9

(next part)
item	Molecule	HL-60(TB)
21	COc1ccc(-c2nc3cc(C(=O)Nc4ccncc4)ccc3n2C2CCCCC2)cc1	72.1
22	CCCN(C(=O)Cc1c(F)cccc1Cl)c1c(N)n(Cc2ccccc2)c(=O)[nH]c1=O	119.2
23	C/C(=N\NC(=O)Nc1ccc(C(F)(F)F)c(Cl)c1)c1nnn(-c2ccc(Cl)cc2)c1C	99.2
24	CCCCCCCCCCCC(=O)C(CCCCCCCCCC)C(=O)Nc1ccccc1 (configuration not stated)	101.3
25	CCOC(=O)c1c2ccc3cn[nH]c3c2c(C)n1C	92.7
26	CC(=O)C1(C)CCOC1=O (configuration not stated)	93.5
27	NC(=O)NCSCNC(N)=O	92.5
28	O=P(Oc1ccc(-c2ccccc2)cc1)(N1CC1)N1CC1	99.4
29	Cc1ccc(S(=O)(=O)OC2CCC3(C)C(=CCC4C3CCC3(C)C(C(C)CCCC(C)C)CCC43)C2)cc1 (configuration not stated)	104.7
30	CCCCc1ccc(NC(=O)N(CCCl)N=O)cc1	98.8

Next section:
item	Molecule	HL-60(TB)
31	C=CCN1CCN(c2ccncc2S(=O)(=O)N2CCN(C)CC2)CC1	88.7
32	O=C(Nc1cccc(Cl)c1)Nc1nc2ccccc2s1	89.3
33	CCOC(=O)CC1CSC(Nc2ccc(C(=O)O)cc2)=N1 (configuration not stated)	93.7
34	Cc1csc(N/N=C/c2cn(-c3ccccc3)nc2-c2cc3ccccc3oc2=O)n1	95.5
35	CNC(=O)c1cc(Oc2ccc3c(c2)sc2nc(-c4ccc(NC(C)=O)cc4)cn23)ccn1	44.2
36	O=C1OCCOC(=O)N2CCN(CC2)C(=O)OCCOC(=O)N2CCN1CC2	106.0
37	COC(=O)c1nnn(-c2cc(Cl)ccc2Cl)c1C(=O)c1ccc(Cl)c(Cl)c1	88.4
38	COc1ccc(-c2csc(NC(=O)CSc3nc(N)cc(N)n3)n2)cc1	103.7
39	O=C1OCC/C1=C/OCCCCCO/C=C1/CCOC1=O	100.8
40	O=C(NCc1cn[nH]c1-c1ccc(F)cc1)[C@H]1CCC(=O)N(CCCc2ccccc2)C1	77.0

Continuation.
item	Molecule	HL-60(TB)
41	CC(C)CCCC(C)NC(C)C (configuration not stated)	100.3
42	NC(CCC(=O)OCc1ccccc1)C(=O)OCc1ccccc1 (configuration not stated)	99.9
43	CC(=O)OC1C(OC(C)=O)C(OC(C)=O)C(OC(C)=O)C(OC(C)=O)C1OC(C)=O (configuration not stated)	93.3
44	CN(C)CCCn1c2c(c3cc(-c4ccco4)ccc3c1=O)C(=O)c1ccccc1-2	93.1
45	N=c1n(CCN2CCCCC2)c2ccccc2n1CC(=O)c1ccc(Cl)c(Cl)c1	92.9
46	COc1cccc(-c2nn(-c3ccccc3)cc2-c2ccnc(NCCCNS(=O)(=O)c3cccc4ccccc34)c2)c1	61.2
47	COC(=O)C1(O)CCCCC1	109.7
48	COc1cc2c(cc1O)CC[C@@H]1[C@@H]2CC[C@]2(C)[C@@H](OCCCN(C)C)CC[C@@H]12	-48.5*
49	C=CCOC(=O)CCC(C)(CCC(=O)OCC=C)C(C)=O	98.8
50	CN(C)c1ncc2c(=O)[nH]cnc2n1	75.8

(list continues)
item	Molecule	HL-60(TB)
51	COc1cc(C(=O)N2N=C(C)CC2=O)c(N2C(=O)/C(=C/c3ccccc3)N=C2c2ccccc2)cc1OC	106.0
52	O=C1/C(=C/c2cc(F)cc(F)c2)Cc2cc(F)cc(F)c21	121.9
53	COC(=O)c1c(-c2ccccc2)[nH]c(-c2nccc3ccccc23)c1C(=O)OC	57.0
54	COc1cc(C)c(-c2ccc(OC)c(=O)cc2C)c(OC)c1OC	-24.6*!
55	O=C(O)c1cccc([N+](=O)[O-])c1/C=C/c1cccs1	99.4
56	CC(=O)c1ccc2c(c1)c1ccccc1n2C	84.1
57	CCN(CC)CCNc1cc(OC)c(N)c2cccnc12	70.8
58	CCCCNC(=O)Oc1ccc(/C(=C(\C)c2ccccc2)c2ccc(OCCN(CC)CC)cc2)cc1	21.3
59	Cc1cc(=O)[nH]c(=O)n1Cc1cn(-c2c3ccccc3nc3ccccc23)nn1	16.3
60	CCCCCC[C@@H](O)C/C=C\CCCCCCCC(=O)O	114.5

The listing continues:
item	Molecule	HL-60(TB)
61	N#C/C(=C\c1ccc(-c2ccccc2)cc1)C(N)=O	93.3
62	COC(=O)c1[nH]nc2c1C1(C(=O)c3cccc4cccc1c34)C(C#N)=C(N)O2 (configuration not stated)	82.5
63	O=C(Nc1cc(Nc2ncccc2-c2ncnc3nc[nH]c23)ccc1F)c1cc(C(F)(F)F)cc(C(F)(F)F)c1	-11.3*
64	O=C(N/N=C\c1ccc(-c2ccc(Br)cc2)o1)c1cc2oc(-c3cccc(C(F)(F)F)c3)cc2[nH]1	146.1
65	CC(=O)Nc1ccc(C(=O)c2ccc(S(=O)(=O)Nc3ccccc3)cc2)cc1	101.9
66	CCCCCCCCCCC/C=C\C[C@H](O)C/C=C1/C(=O)C=C[C@@H]1C/C=C\CCCC(=O)OC	-20.0*
67	COC(=O)[C@]12CC[C@@H](C)[C@H](C)[C@@H]1C1=CC[C@@H]3[C@@]4(C)C=C(O)C(=O)[C@@]5(C)COC(=C54)C[C@@]3(C)[C@]1(C)CC2	-50.0*
68	O=C(Nc1ccc(Br)c(Cl)c1)c1cc(F)ccc1O	-33.4*
69	S=C1NCN(CC2CC2)CN1	104.6
70	CS(=O)(=O)OCc1ccc(COS(C)(=O)=O)cc1	83.6

Going on with the list.
item	Molecule	HL-60(TB)
71	CSc1nc2c(c(=O)n1C)N=C1c3ccccc3C(=O)C1C(c1ccccc1)N2 (configuration not stated)	84.5
72	CC(=O)NS(=O)(=O)NC(C)=O	107.3
73	O=C(Nc1ccc(Oc2cccc(Cl)c2)c(Cl)c1)c1ccncc1	59.4
74	Cc1nc2c(c3nnc(-c4ccccc4)n13)CC(C)c1ccccc1N2C (configuration not stated)	97.9
75	O=C1Nc2cc(Cl)ccc2/C1=C\c1ccc(OCc2ccc([N+](=O)[O-])cc2)cc1	96.9
76	CSc1ccc(C(=O)C[n+]2cccc(C)c2)cc1	102.4
77	COc1ccc2[nH]c(-c3ccccc3)c(/C=C(\C#N)S(=O)(=O)c3ccccc3)c2c1	1.5*
78	NCCCNc1nc2ccccc2c2c(=O)c3cc(C(F)(F)F)ccc3sc12	-23.0*
79	C=C1CCC2C3(C)COC(c4ccccn4)OC3CCC2(C)C1C/C=C1/C(=O)OCC1O (configuration not stated)	86.2
80	COc1cc(-c2nc3ccccc3c(=O)[nH]2)ccc1OCC(=O)N=Nc1c(O)[nH]c2ccc(Cl)cc12	95.3

Next section:
item	Molecule	HL-60(TB)
81	CCN(CC)C(C(=O)NC1CCCCC1)c1ccccc1C(=O)OC (configuration not stated)	99.7
82	O=c1[nH][nH]c(=O)c2nc3ccccc3nc12	98.4
83	O=[N+]([O-])c1ccc(O)c(O)c1	92.5
84	O=C(Cn1c(=O)sc2nc3ccccc3nc21)Nc1ncc(Cc2cccc(C(F)(F)F)c2)s1	100.0
85	O=C(CSc1nc2ccccc2c(=O)n1-c1ccc(Cl)cc1)N/N=C/c1ccc(N2CCOCC2)cc1	106.6
86	COc1ccc(N2COC(=O)c3ccccc32)cc1OC	121.7
87	O=C(Nc1ccc(-n2ccc3c(NC(=O)c4ccccc4)ncnc32)cc1)c1ccc(Cl)c(C(F)(F)F)c1	34.6
88	O=C(CN1C(=O)S/C(=C\c2ccc(Cl)cc2)C1=O)Nc1ncc(Cc2ccccc2Cl)s1	92.1
89	COc1cc2c3c(c(=O)oc2cc1OS(C)(=O)=O)CCCCC3	104.4
90	COc1ccc(C(=O)Nc2ccc3oc(-c4cc(OC)c(OC)c(OC)c4)nc3c2)cc1	83.8

Given field by field: two of the compounds above.
84. O=C(Cn1c(=O)sc2nc3ccccc3nc21)Nc1ncc(Cc2cccc(C(F)(F)F)c2)s1
  HL-60(TB) = 100.0
83. O=[N+]([O-])c1ccc(O)c(O)c1
  HL-60(TB) = 92.5

Further compounds
item	Molecule	HL-60(TB)
91	S=c1c2ccccc2nc2n1CCc1c-2[nH]c2ccccc12	98.0
92	O=c1oc2cc(OS(=O)(=O)c3ccccc3)ccc2c2c1CCCCC2	18.6
93	Cn1cc(-c2cc(N)n3nc(-c4cn(C)c5ccccc45)cc3n2)c2ccccc21	11.6
94	COC(=O)c1ccc(Cn2cnc3c(N)ncnc32)cc1	67.6
95	Cn1ncc2c(C(=O)c3ccc(F)cc3)nc(C(C)(C)C)nc21	91.2
96	C=CCn1c(SCC(=O)Nc2ccc(C(=O)/C=C/c3ccc(Cl)cc3)cc2)nnc1-c1ccc(Cl)c(Cl)c1	56.8
97	O=C1OCC(O)=C1Cc1ccccc1	100.2
98	COc1ccc(/C=C/C(=O)c2nc3ccccc3n2Cc2ccc(F)cc2)cc1	51.7
99	CCCC(CCC(C)=O)[N+](=O)[O-] (configuration not stated)	97.3
100	CCOC(=O)C1CC(C(=O)OCC)c2nc3ccccc3nc21 (configuration not stated)	99.3

(next part)
item	Molecule	HL-60(TB)
101	Cc1ccc(-c2nc(SCC(=O)c3ccc(Br)cc3)[nH]c(=O)c2C#N)o1	78.5
102	CCCCCCOC(=O)CC1CC(C(C)=O)C1(C)C (configuration not stated)	95.3&98.5
103	[2H]C([2H])([2H])Oc1c(F)cccc1/C=C/C(=O)/C=C(O)/C=C/c1cccc(F)c1OC([2H])([2H])[2H]	88.5
104	CCCCCc1cc(Cl)cc(Cl)c1O	118.7
105	CN(c1ccccc1)S(=O)(=O)c1ccc(Cl)cc1	98.3
106	Cc1nn(-c2ccccc2)c2nc(C)n(CC(=O)N/N=C/c3ccccc3O)c(=O)c12	7.2*
107	C[N+](C)(C)CC(=O)NNC(=O)Nc1cccc([N+](=O)[O-])c1	104.2
108	O=c1[nH]c(=S)[nH]cc1Oc1ccc(Br)cc1Br	129.3
109	C=C1CC/C=C(\C)C(=O)C[C@@H]2[C@@H]1CC2(C)C	104.7
110	CCC/C(=C\c1ccc(O)c(O)c1)C(=O)NC(Cc1ccccc1)C(=O)C(=O)NCc1ccccc1 (configuration not stated)	75.1

The listing continues:
item	Molecule	HL-60(TB)
111	Nc1cc(C(F)(F)F)c(-c2cc(N3CCOCC3)nc(N3CCOCC3)n2)cn1	-41.3*
112	CCCCOC(=O)c1ccccc1C(=O)OCCCC	93.6
113	CNc1ccc(-c2cc(=O)oc3ccc(Cl)cc23)cc1	-13.5*
114	Cc1cc(C)nc(NS(=O)(=O)c2ccc(Nc3nc(-c4ccc(O)cc4O)c4c(=O)[nH]c(Nc5cccc(Cl)c5)nc4n3)cc2)n1	84.9
115	CCOC(=O)/C(C)=N\Nc1cccc([N+](=O)[O-])c1	95.3
116	Cc1ccsc1[C@@H]1C[C@@H]2Cc3cc(F)ccc3N1O2	93.9
117	O=C(N/N=C/c1ccccc1Cl)c1ccccc1Nc1ccnc(C(F)(F)F)c1	-20.1*
118	COc1ccccc1/C=N\N=C\c1ccccc1O	44.9
119	CC1C2CCC(C2)C1CNCC1C2CCC(C2)C1C (configuration not stated)	104.3
120	CNc1nnc2n(Cc3ccccc3)c(=O)c3c4c(sc3n12)CCCC4	81.9

An excerpt from further up, for reference:
item	Molecule	HL-60(TB)
111	Nc1cc(C(F)(F)F)c(-c2cc(N3CCOCC3)nc(N3CCOCC3)n2)cn1	-41.3*
112	CCCCOC(=O)c1ccccc1C(=O)OCCCC	93.6

(cont.)
item	Molecule	HL-60(TB)
121	O=C(Nc1nc2c(s1)CCc1c-2c(Br)n(Cc2ccccc2)c1Br)c1ccccc1	84.3
122	COc1ccc(-c2ccc(-c3ccc(C(=N)N)o3)o2)cc1	-46.2*
123	C[C@H]1c2ccccc2CN1CCCOc1cc2c(cc1OCC1CC1)C1(CCCC1)C(N)=N2	31.0
124	CCS(=O)(=O)Nc1cccc(Nc2c3cccc(C)c3nc3c(C)cccc23)c1OC	-16.4*
125	O=[N+]([O-])c1ccccc1-c1ccc(-c2nn3c(-c4ccccc4)nnc3s2)o1	49.5
126	COC(=O)c1ccc2c(c1)nc(-c1ccc(O)c(OC)c1)n2-c1cc(C(C)(C)C)[nH]n1	103.0
127	COc1ccc(-c2nn3c(=O)c(C#N)c(-c4cn(-c5cccc(Cl)c5)nc4-c4ccc(OC)cc4)c(C#N)c3[nH]2)cc1	85.1
